GC-B act = human GC-B receptor activators, primary screen, HEK293 GC-B cells, cGMP TR-FRET, EC30 CNP; Atrial natriuretic peptide receptor 2 (Homo sapiens), P20594; 0% at EC30 CNP, 100% saturating CNP; activation, % at 10 µM; actives 0.11% (n = 370,000);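 active means activation at 10 µM reaching about 35% in either raw or pattern-adjusted values, limit read from the data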
PG9 binder = binders of HIV-1 gp120 antibody PG9, primary screen, biochemical, TR-FRET; HIV-1 gp120 / PG9 antibody interaction; TR-FRET gp120-PG9 antibody binding; inhibition, % at 6.7 µM; actives 0.43% (n = 360,000); AID 624416, 2012; in the data active means inhibition above about 8.5%
ASAP1 GAP inh = inhibitors of human ASAP1 ArfGAP activity, primary screen, biochemical, fluorescence polarization; ASAP1-stimulated ARF1 GTP hydrolysis, GDP FP detection; inhibition, % at 16.5 µM; actives 0.19% (n = 360,000); Arf-GAP with SH3 domain, ANK repeat and PH domain-containing protein 1 (Homo sapiens), …; AID 624377, 2012; in the data active means inhibition above about 25%;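 further: 0% = vehicle with enzyme and substrate and 100% = no enzyme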
Target sequence (Q9ULH1 325-724 limits assumed): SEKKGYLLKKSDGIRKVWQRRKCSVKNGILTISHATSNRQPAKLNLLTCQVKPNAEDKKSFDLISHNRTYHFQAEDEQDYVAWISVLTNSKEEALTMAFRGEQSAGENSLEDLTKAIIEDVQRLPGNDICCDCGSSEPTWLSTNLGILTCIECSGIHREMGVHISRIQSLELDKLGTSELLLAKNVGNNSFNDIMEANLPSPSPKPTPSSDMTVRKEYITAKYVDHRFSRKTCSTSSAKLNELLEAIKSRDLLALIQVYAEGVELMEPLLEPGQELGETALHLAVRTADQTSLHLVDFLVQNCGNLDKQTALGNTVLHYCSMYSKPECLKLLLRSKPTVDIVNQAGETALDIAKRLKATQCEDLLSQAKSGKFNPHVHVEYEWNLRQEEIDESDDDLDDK
rCAG binder = binders of r(CAG) RNA repeats, primary screen, biochemical, fluorescence; inhibition, % at 3 µM; actives 1.3% (n = 370,000); r(CAG) RNA repeat, TO-PRO-1 dye displacement fluorescence;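 active means inhibition above the plate cutoff, the mean of all test compounds on that plate plus 3 SD, cut at about 35% in these data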;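 further: 0% = DMSO alone and 100% = 100 µM mitoxantrone as full dye displacement; higher means more dye released from RNA so lower well fluorescence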
SMARCA2 act = SMARCA2 (BRM) function activators, primary screen, cell-based, luminescence, high throughput. actives 1% (n = 370,000). activation, % at 9.1 µM. MG213 cells, MMTV-luciferase reporter, dexamethasone, overnight; in the data active means activation above about 7.8%;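 further: 0% = vehicle wells and 100% = reference activator wells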
ARFGAP1 inh = inhibitors of rat ARFGAP1 GAP activity, primary screen, biochemical, fluorescence polarization, GDP tracer; ADP-ribosylation factor GTPase-activating protein 1 (Rattus norvegicus), Q62848; Arfgap1-stimulated ARF1 GTP hydrolysis, GDP FP detection; inhibition, % at 16.5 µM; actives 0.26% (n = 360,000); AID 651572, 2012;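 active means inhibition above a per-plate limit, mean inhibition of low control wells plus 3 SD, cut at about 25% in these data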;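 further: 0% = DMSO wells with enzyme and 100% = wells lacking Arfgap1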
Target sequence (Q62848 1-136 limits assumed): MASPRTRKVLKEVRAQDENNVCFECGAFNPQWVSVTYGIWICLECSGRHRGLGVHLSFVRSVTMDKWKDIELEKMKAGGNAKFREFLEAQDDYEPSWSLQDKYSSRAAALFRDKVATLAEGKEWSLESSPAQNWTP
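System: truncated rat Arfgap1 GAP domain / Medium: HEPES-based buffer, pH 7.5 / Also added: N-terminally truncated human ARF1-GTP substrate / Incubation: enzyme reaction 120 min at 25 °C after 20 min preincubation / Measured by: FP of antibody-bound GDP Alexa 633 tracer, ex 620/em 688 nm / Replicates: singlicate, each compound tested once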
mABHD4 FP = ABHD4 inhibitors, primary screen, biochemical, fluorescence polarization, mouse; (Lyso)-N-acylphosphatidylethanolamine lipase (Mus musculus), Q8VD66; purified mABHD4, FP-Rh probe fluorescence polarization; inhibition, % at 8.92 µM; actives 0.54% (n = 370,000);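 active means inhibition exceeding the mean over every tested compound plus 3 SD, cut at about 30% in these data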;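 further: 0% = plate median of compound wells and 100% = S159A mutant with DMSO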
Target sequence (Q8VD66 whole entry, looked up): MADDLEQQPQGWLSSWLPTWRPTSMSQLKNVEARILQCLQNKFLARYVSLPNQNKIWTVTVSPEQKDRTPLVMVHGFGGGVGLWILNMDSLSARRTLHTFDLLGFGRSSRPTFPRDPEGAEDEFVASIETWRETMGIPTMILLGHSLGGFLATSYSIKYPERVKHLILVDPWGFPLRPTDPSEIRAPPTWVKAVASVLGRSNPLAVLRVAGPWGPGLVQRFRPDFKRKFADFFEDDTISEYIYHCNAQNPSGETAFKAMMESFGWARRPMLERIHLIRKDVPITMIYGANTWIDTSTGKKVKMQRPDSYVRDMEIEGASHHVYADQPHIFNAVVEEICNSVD
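Doses – 8.92 µM, single dose · Material – wild-type mouse ABHD4 protein · Replication – single well per compound (singlicate) · Measure – percent inhibition of probe binding, normalized to plate controls · Schedule – 45 min compound pre-incubation plus 60 min probe step, 25 °C · Detection – fluorescence polarization with parallel and perpendicular emission, 525/598 nm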
HTRA1 inhibitor = HTRA1 serine protease inhibitors, primary screen, biochemical, fluorescence polarization, HTS; Q92743; recombinant HTRA1, FP-rhodamine activity-based probe; inhibition, % at 5.96 µM; actives 0.5% (n = 340,000); AID 504803, 2011; in the data active means inhibition above about 36%;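 further: 0% = enzyme with DMSO and 100% = wells lacking enzyme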
NR1D1 modulator = modulators of Rev-erb alpha DNA binding, primary screen, biochemical, FITC-DNA, fluorescence polarization, uHTS. Nuclear receptor subfamily 1 group D member 1 (Homo sapiens), P20393. Rev-erbα–FITC-DNA binding, 90 min. activity, % at 10 µM. actives 0.79% (n = 370,000);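 active means activity above about 14%, limit read from the data; passing the limit was not always enough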;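 further: 0% = DMSO wells with 35 nM protein and 100% = DMSO wells with 750 nM protein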
NPR1 activator = GC-A stimulated cGMP production enhancers – HEK293 GC-A cells, cGMP TR-FRET, EC30 ANP, primary screen; AID 1671463, 2021; activation, % at 10 µM; actives 0.14% (n = 370,000); Atrial natriuretic peptide receptor 1 (Homo sapiens), P16066; 0% at EC30 ANP, 100% saturating ANP; in the data active means activation above about 40%
Active calls of the source: *; nt = no result given.

SMILES	GC-B act	PG9 binder	ASAP1 GAP inh	rCAG binder	SMARCA2 act	ARFGAP1 inh	mABHD4 FP	HTRA1 inhibitor	NR1D1 modulator	NPR1 activator
CCCCn1c(N)c(N(CCC(C)C)C(=O)C2CC(=O)N(c3ccc4c(c3)OCCO4)C2)c(=O)[nH]c1=O (stereo unspecified)	3	0.5	0	2	-1	-8	-5	5	-1	2
Cc1[nH]c(C)c(S(=O)(=O)NCCc2ccc(S(N)(=O)=O)cc2)c1C(=O)N1CCCC1	1	-3.4	-8	4	-2	0	0	6	0	3
Fc1cc2[nH]c(=S)[nH]c2cc1Cl	0	0.0	-6	-1	2	2	6	2	-2	1
NC(N)=Nc1nc2ccc(Cl)cc2c(=O)[nH]1	-3	2.1	1	7	-4	2	1	-2	2	8
COc1ccc(CNC(=S)N2CCN(Cc3ccccc3)CC2)cc1	3	-0.4	4	-3	5	1	14	-1	-2	2
Cc1ccc(C(=O)N2CCCC(N3CCN(c4cccc(C(F)(F)F)c4)CC3)C2)s1 (stereo unspecified)	1	-0.5	-7	-6	0	-2	4	-13	-2	1
Cc1ccccc1NC(=O)CN1CCC(n2nnc3ccccc32)CC1	1	1.9	-8	-7	-2	-9	2	-4	10	-4
O=C(Nc1ccc(Cl)cc1)N1CCc2ccccc2C1	-8	-0.5	-7	-4	3	-5	-7	-5	0	-3
CC(=O)Nc1ccc(NC(=O)CSc2nc(=O)n(CCCN3CCOCC3)c3c2CCC3)cc1	4	-0.3	3	1	1	-1	-2	-3	-8	1
O=C(Nc1cccc(-c2nc3cccnc3s2)c1)c1cccnc1Cl	6	-0.3	3	0	-1	1	2	-25	-4	6
Cc1cc(-c2n[nH]c(=S)n2/N=C/c2cccc([N+](=O)[O-])c2)n[nH]1	-2	2.4	12	0	0	0	-6	1	-3	-7
COc1ccc(NC2CCCN(C(=O)CCc3cn[nH]c3)C2)cc1 (stereo unspecified)	-5	-1.8	1	-1	-4	-1	-3	0	1	-3
CC(C)(C)c1ccccc1OCCCCN1CCCC1	4	-0.8	3	1	-1	-12	-3	2	0	-3
COc1cccc(N2CCN(C(=O)CN3C(=O)NC4(CCCC4)C3=O)CC2)c1	2	-3.9	-2	-3	-1	-7	5	9	3	-2
CCC(CC)NC(=O)Cc1ccc(S(=O)(=O)N2CCOCC2)s1	2	-1.4	-7	7	-2	2	2	0	0	1
COCCCNC(=O)CSc1nc2ccc(N3CCOCC3)cc2c(=O)n1CCc1ccccc1	-8	-3.6	-6	-2	-2	14	9	-6	-4	5
Cc1ccc(OCC(=O)OCC(=O)c2c(N)n(C)c(=O)n(C)c2=O)cc1C	-6	-1.2	-12	-2	-1	-6	2	4	6	6
Cc1cc(SCc2ccc(Cl)cc2)nc(=O)[nH]1	-8	-2.2	-13	0	5	0	-2	-4	1	-2
OCCNc1nc(NCCC2=CCCCC2)nc(N2CCOCC2)n1	-4	-0.7	-6	-2	-2	-2	4	5	5	5
COc1ccc2nc(NC(=O)CS(=O)(=O)c3ccc(C)cc3)sc2c1	0	-1.1	-4	6	-1	6	5	-7	0	-1
Cn1nnnc1SCC(=O)NNC(=O)c1ccc(F)cc1	0	-2.7	-8	4	-1	-7	8	4	-2	1
Cc1cc(-c2ccccc2)nc2cc(C(=O)NCc3ccco3)nn12	-6	1.1	0	8	8	4	4	-2	-7	2
COc1ccc(CCNC(=O)Nc2ccc3c(c2)OCO3)cc1OC	3	0.3	-1	-3	-2	-7	-12	-9	2	3
CCN(CC)S(=O)(=O)c1ccc(NC2c3ccccc3C(=O)N2Cc2ccco2)cc1 (stereo unspecified)	5	1.1	2	6	-4	0	-10	-15	-9	3
CC(=O)Nc1ccc(S(=O)(=O)Oc2ccc(C(=S)N3CCC(O)CC3)cc2)cc1	-1	-0.4	10	3	-4	10	5	0	1	-2

Carrying on:
SMILES	GC-B act	PG9 binder	ASAP1 GAP inh	rCAG binder	SMARCA2 act	ARFGAP1 inh	mABHD4 FP	HTRA1 inhibitor	NR1D1 modulator	NPR1 activator
CCc1[nH]nc(C(=O)N2CCCC(Nc3cccc(F)c3)C2)c1C (stereo unspecified)	2	1.0	-3	-7	0	-13	3	-5	0	-1
O=C(CC1CCCCC1)Nc1nc2ccccc2s1	1	0.2	4	0	8	-7	-9	-9	0	6
COc1ccc(-c2cc(NC(=O)c3cncn3-c3ccccc3)ccc2OC)cc1	-3	-1.1	8	0	1	3	-1	-18	1	-5
COc1ccc(N2CCN(C(=O)CCCC3=NS(=O)(=O)c4ccccc4N3)CC2)cc1	-2	1.6	8	1	-3	-3	-6	-3	-2	-2
COc1cccc(/C=N/NC(=S)Nc2cccnc2)c1	-1	0.5	9	1	2	6	1	2	-6	-3
COc1ccc(CCC(=O)O)c(C(CC(=O)O)C(=O)O)c1OS(=O)(=O)c1ccc(C)cc1 (stereo unspecified)	-2	1.1	2	0	-5	-1	-2	0	1	2
N#C/C(=C\Nc1ccccc1SC(F)(F)F)c1nc(-c2ccc(F)cc2)cs1	1	-0.9	-13	1	0	2	-5	1	4	0
CCCCOc1ccc(/C=N/NC(=S)Nc2cccc(C)c2C)cc1	9	-0.5	-18	11	-2	0	1	-1	2	0
CCC(C)C(NC(=O)c1ccccc1NC(=O)c1ccco1)C(=O)NC1CCCCC1 (stereo unspecified)	5	2.0	2	0	-4	7	0	-10	-1	-1
O=C(C1CCN(S(=O)(=O)c2ccc(Cl)cc2)CC1)N1CCCC1	1	-0.8	-10	2	2	2	-1	3	5	0
COCCCN1C(=O)C(CC(=O)NC2CCCC2)CC(C(=O)N(C(C)C)C(C)C)=C1C (stereo unspecified)	-2	-0.2	0	-3	-7	-7	2	nt	1	-1
CC(C)(C)c1cc(NC(=O)Nc2ccc(Cl)cc2Cl)no1	-12	-0.5	-10	6	-2	0	-4	-27	4	-1
COc1ccc(C2C3=C(CC(C)(C)CC3=O)Nc3nc(C)nn32)cc1OC (stereo unspecified)	1	-3.0	-1	-2	-2	-8	-2	nt	-3	6
O=C1C[C@@H](c2ccc(O[C@@H]3O[C@H](CO)[C@@H](O)[C@H](O)[C@H]3O)cc2)Oc2cc(O)ccc21	3	-0.9	-3	9	1	6	9	-3	7	1
COc1cccc(CN(C)C(c2ccccc2)c2ccccc2)c1OC	-7	-2.1	10	3	1	2	-1	-9	2	-9
CCOC(=O)N1CCN(Cc2nc(-c3cccc(Cl)c3)no2)CC1	2	-1.0	2	-10	-2	4	-1	-4	1	0
CSc1ccc(Cl)c(C(=O)OCC(=O)N2CCN(C(=O)c3ccco3)CC2)c1	1	0.2	-7	6	0	6	4	-4	-1	-2
CC(C)(O)C#Cc1ccc(CNC[C@H]2O[C@@H](n3cnc4c(=O)[nH]c(N)nc43)[C@H](O)[C@@H]2O)s1	32	-1.6	1	5	5	-4	2	nt	-8	29
CC(=O)O[C@@H]1[C@@H](OC(C)=O)[C@H](n2ccc3cc([N+](=O)[O-])ccc32)OC[C@@H]1OC(C)=O	-8	0.5	-3	-2	-3	-6	0	4	5	1
CN(Cc1ccc(F)cc1)C(=O)CNC(=O)c1ccc2c(c1)OCO2	-2	-2.0	7	1	3	16	-2	-1	3	-1
O=C1CN(C(=O)COC(=O)CNC(=O)c2ccc(Br)o2)c2ccccc2N1	-4	0.4	1	-1	-5	-10	1	-2	2	-1
O=C(N/N=C/c1ccc([N+](=O)[O-])s1)c1ccccc1Br	0	-1.6	9	1	-10	0	7	21	3	0
CCc1ccc(NC(=O)c2[nH]c(C)c(C(C)=O)c2C)cc1	-8	1.7	2	1	3	4	-4	-16	1	-1
CCN1CCN(C(=O)C2c3cc(OC)c(OC)cc3C(=O)N3CCc4ccccc4C23)CC1 (stereo unspecified)	8	-0.1	10	-13	0	-1	-3	-1	0	1
COc1cc(-c2nc(Cc3ccccc3Cl)no2)cc(OC)c1OC	0	-0.2	0	-4	-5	5	-1	-15	-2	5

(continued)
SMILES	GC-B act	PG9 binder	ASAP1 GAP inh	rCAG binder	SMARCA2 act	ARFGAP1 inh	mABHD4 FP	HTRA1 inhibitor	NR1D1 modulator	NPR1 activator
O=C1NN(c2ccc(F)c(Cl)c2)C(=O)/C1=C\c1cccc(OC(=O)c2cccs2)c1	3	0.7	-4	90*	1	2	32*	35	-1	15
Cc1onc(-c2ccccc2)c1C(=O)OCC(=O)Nc1ccc(C#N)cc1	-1	0.2	-6	6	-4	-5	-23	-20	-5	1
Cc1noc(C)c1C(=O)NCc1ccccc1	3	3.1	-22	-3	0	12	8	2	0	1
COC(=O)c1scc(C#N)c1N/N=C(\C#N)S(=O)(=O)c1ccc(Cl)cc1	8	1.4	-10	41*	-5	-1	10	nt	-4	3
Cc1nc(P(=O)(c2ccccc2)c2ccccc2)c(N2CCOCC2)o1	-8	0.0	-2	-6	-1	12	13	2	-2	-8
COc1ccc(-n2c(SC/C=C/c3ccccc3)nnc2-c2cccs2)cc1	-5	nt	nt	5	-2	nt	-13	nt	-2	-16
CCOC(=O)N1CCN(S(=O)(=O)c2ccc3c(c2)C(C)C(=O)N3)CC1 (stereo unspecified)	2	-1.0	5	2	3	-4	-2	3	-4	3
CCC(Sc1ccccc1C(=O)O)C(=O)O (stereo unspecified)	1	-0.7	4	2	0	-3	5	1	5	5
Cc1cc(=O)oc2cc(OCC(=O)N3CCC(C(N)=O)CC3)ccc12	3	1.1	7	3	0	12	0	6	-3	2
Cc1ccc(S(=O)(=O)NCc2cccnc2)cc1	4	0.4	0	-3	0	7	5	0	7	2
COc1ccc(C(NC(=O)CNC(C)=O)C(=O)Nc2ccc3c(c2)OCCO3)cc1 (stereo unspecified)	-3	-0.5	2	2	2	1	-1	5	0	0
Cc1ccc(S(=O)(=O)N2CCCCC2C(=O)N2CCN(Cc3ccccc3)CC2)cc1 (stereo unspecified)	0	-1.6	2	-9	-2	6	-4	10	7	-5
O=S(=O)(CCSc1nc2ccccc2s1)c1nc2ccccc2s1	4	0.4	11	7	-8	7	-16	-1	0	3
Cc1cccc2c1cnn2C(=O)Nc1ccccc1Br	3	0.1	-5	5	2	-1	-5	5	0	-5

Two entries from above, with bars between the fields:
SMILES | GC-B act | PG9 binder | ASAP1 GAP inh | rCAG binder | SMARCA2 act | ARFGAP1 inh | mABHD4 FP | HTRA1 inhibitor | NR1D1 modulator | NPR1 activator
CC(C)(O)C#Cc1ccc(CNC[C@H]2O[C@@H](n3cnc4c(=O)[nH]c(N)nc43)[C@H](O)[C@@H]2O)s1 | 32 | -1.6 | 1 | 5 | 5 | -4 | 2 | nt | -8 | 29
CC(=O)O[C@@H]1[C@@H](OC(C)=O)[C@H](n2ccc3cc([N+](=O)[O-])ccc32)OC[C@@H]1OC(C)=O | -8 | 0.5 | -3 | -2 | -3 | -6 | 0 | 4 | 5 | 1
